KAT2A inh: GCN5L2 (KAT2A) acetyltransferase inhibition; Q92830; GCN5L2 HAT assay, ThioGlo1 CoA-SH fluorescence; Potency, µM (series often up to 58.9 µM), for inactives: at the top dose activity change, negative = inhibition, actives largely listed as inhibitors; 0.21% of 390,000 active; AID 504327
Target sequence (Q92830 whole entry, looked up): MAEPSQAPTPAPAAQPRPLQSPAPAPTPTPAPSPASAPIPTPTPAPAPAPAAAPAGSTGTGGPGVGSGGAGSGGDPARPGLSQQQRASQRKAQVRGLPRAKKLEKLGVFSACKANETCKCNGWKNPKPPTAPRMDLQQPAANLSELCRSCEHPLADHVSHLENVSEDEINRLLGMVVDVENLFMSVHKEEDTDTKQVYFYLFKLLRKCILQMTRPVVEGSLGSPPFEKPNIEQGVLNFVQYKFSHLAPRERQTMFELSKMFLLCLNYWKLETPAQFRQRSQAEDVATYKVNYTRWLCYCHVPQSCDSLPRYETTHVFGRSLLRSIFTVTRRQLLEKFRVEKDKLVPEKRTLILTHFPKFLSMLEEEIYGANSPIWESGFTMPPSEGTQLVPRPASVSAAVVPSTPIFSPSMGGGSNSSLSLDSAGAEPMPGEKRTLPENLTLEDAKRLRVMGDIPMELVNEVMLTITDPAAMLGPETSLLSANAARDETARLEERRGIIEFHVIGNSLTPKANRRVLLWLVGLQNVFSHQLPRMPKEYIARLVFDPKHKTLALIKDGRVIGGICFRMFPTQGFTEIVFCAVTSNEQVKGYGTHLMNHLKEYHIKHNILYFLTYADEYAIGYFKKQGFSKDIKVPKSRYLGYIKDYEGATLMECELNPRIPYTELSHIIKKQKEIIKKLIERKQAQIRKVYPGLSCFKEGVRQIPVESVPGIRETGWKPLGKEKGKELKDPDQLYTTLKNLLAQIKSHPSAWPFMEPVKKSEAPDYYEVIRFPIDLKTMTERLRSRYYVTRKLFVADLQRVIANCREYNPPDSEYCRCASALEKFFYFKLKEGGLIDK
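Titration-based screen in which CoA formation is detected via maleimide probe ThioGlo1 (50uM) turning fluorescent on thiol reaction; substrates H3(1-25) 75uM and acetyl-CoA 70uM, GCN5L2 20nM, 20 min incubation at room temperature.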
DT40 TDP1 no CPT: qHTS for Inhibitors of human tyrosyl-DNA phosphodiesterase 1 (TDP1): qHTS in cells in absence of CPT. 15% of 420,000 active. Potency, µM (doses to about 46.2 µM), without a hit: at the highest dose activity change, negative = growth inhibition, usual class: inhibitors. AID 686978, 2013. DT40 Tdp1-/- hTDP1 cells, no CPT, ATP luminescence, 48 h; further: nearly all actives have a fitted effect of over 55% in size
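Chicken DT40 Tdp1-/- cells complemented with human TDP1, screened without camptothecin (DMSO vehicle only), 400 cells/well. Compounds pin-transferred, cells incubated at 37 °C for at least 48 hr. Growth read as ATP-dependent luminescence (CellTiter-Glo, 30 min at RT).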
DT40 TDP1 CPT: growth inhibition of DT40 Tdp1-/-;hTDP1 cells with camptothecin (screen for TDP1 inhibitors); chicken DT40 Tdp1-/-;hTDP1 cells + 20 nM CPT, ATP luminescence, 48 h; Potency, µM (doses to about 46.2 µM), without a hit: at the top dose activity change, negative = growth inhibition, most hits filed as inhibitors; 12% of 420,000 active; further: nearly all actives have a fitted effect of over 55% in size
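Chicken DT40 Tdp1-/- cells stably complemented with human TDP1 were seeded at 400 cells/well in medium containing 20 nM camptothecin, exposed to pin-transferred compounds, and grown at 37 °C for at least 48 hr. Viability was read as ATP luminescence.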
Active calls of the source: *; ? = inconclusive; . = no result given; & = joins results of further samples; [ ] = remark or other dose. The call rests on the fitted dose curve; in most records, active means well fitted curve in the direction sought with a large enough effect; inconclusive means small, poorly fitted or top-dose-only effect, or another doubt; inactive means no such curve, though single readings can be large; an effect the other way counts as inactive or inconclusive. On the % scale 0 is the no-effect control and ±100 the full control effect; potency means the concentration at half of the fitted maximal effect. Hits appear at their usual frequency; any-hit rate near 18%.

SMILES	KAT2A inh	DT40 TDP1 no CPT	DT40 TDP1 CPT
COc1ccc(CNC(=O)c2cc(C(C)=O)c[nH]2)cc1	15%	4%	41%[activator]
O=C(OCc1ccccc1)N1CCC2CC1c1cc(-c3ccc4c(c3)OCO4)ccc12 (stereo not given)	.	?	15µM*
CN(Cc1ccco1)C(=O)CN1C(=O)NC2(CCCC2)C1=O	-5%	-1%	10%
CC(=O)Oc1ccc(C(=O)Nc2ccccc2NC(=O)c2ccc(OC(C)=O)cc2)cc1	-4%	-12%	-14%
COc1ccc(CC2(CO)CCN(C(C)COc3ccccc3)CC2)cc1 (stereo not given)	1%	?	?
CS(=O)(=O)c1ccc(-c2sc3ccccc3c2C#CCCO)cc1	-10%	?	16µM*
O=C(/C=C/Nc1ccc(F)cc1F)c1ccco1	-13%	-26%	-9%
CCN(CC(=O)NCc1ccc(F)cc1)CC(=O)Nc1ccccc1-c1ccccc1	-7%	?	?
COCCNC(=O)C1CCCN(Cc2ccccc2-c2ccccc2)CC1 (stereo not given)	.	-14%	5%
Cc1ccc(N2C(=O)C(c3c(C)[nH]n(-c4ccccc4)c3=O)(C(F)(F)F)C3=C2CC(C)(C)CC3=O)cc1 (stereo not given)	-11%	-1%	-6%
CC1(C)Cc2c(sc3nc(SCC(=O)N4CCOCC4)nc(N)c23)CO1	-3%	-23%	-8%
Cc1ccc(N2C(=O)/C(=C/c3cccnc3)SC2=S)cc1	-1%	-28%	1%
CC(Oc1ccccc1)C(=O)NC1C(=O)N2C1SC(C)(C)C2C(=O)O (stereo not given)	7%	9%	6%
CN1C[C@H]2CON(C)[C@H]2C[C@H]1c1cccc(N2CCOCC2)c1	.	7%	-2%
CC(=O)Oc1cccc(Nc2ncnc3ccccc23)c1	1%	-14%	?
CCCc1nc2n[nH]c(N)c2c2c1COC(C)(C)C2	2%	-14%	-25%
Oc1cc(O)c2c(c1)O[C@H](c1ccc(O)c(O)c1)[C@H](O)C2	-1%	?	15%&1%
O=C(Nc1nnc([C@@H]2C[C@H](O)[C@@H](CO)O2)s1)NC1CCCCC1	.	-5%	-11%
COc1ccc(N2CCN(CCCn3ccc(NC(=O)OCc4ccccc4)nc3=O)CC2)cc1	.	12µM*	23µM*
C#CCSc1nc(-c2ccccc2)c2cc(Cl)ccc2n1	-4%	-21%	-16%
CC(C)c1onc(C(=O)Nc2cccc(O)c2)c1[N+](=O)[O-]	-10%	-6%	-20%
Cn1nc(C(=O)NCCN2Cc3ccccc3OC(c3ccsc3)C2)c2ccccc2c1=O (stereo not given)	.	-9%	-13%[9.04 µM]
CC(C)N(Cc1ccccc1)S(=O)(=O)c1ccc(-n2cccn2)cc1	.	?	?
COc1cc(C(=O)N(Cc2ccco2)Cc2cc3ccccc3[nH]c2=O)cc(OC)c1OC	-1%	?	?
COc1ccc(CCNC(=O)c2c(-c3ccccc3)noc2C)cc1OC	-6%	-19%	-27%
More compounds
SMILES	KAT2A inh	DT40 TDP1 no CPT	DT40 TDP1 CPT
CN(C)CCNC(=O)c1ccc(CS(=O)(=O)c2c(Cl)cccc2Cl)o1	-1%	-7%	-2%
Cc1ccc(C)c(Cn2nnc3c(=O)[nH]c(C(=O)NCC4CCCO4)nc32)c1 (stereo not given)	-7%	-20%	-20%
O=c1c2sc3ccccc3c2n(Cc2ccccc2)c(=O)n1CCc1ccccc1	-1%	-1%	12%
CC[C@H](C)[C@@H]1NC(=O)[C@H]([C@@H](C)CC)NC(=O)[C@@H](CC(C)C)NC(=O)[C@H](Cc2ccccc2)NC(=O)[C@H](Cc2ccccc2)NC(=O)[C@@H]2CCCN2C(=O)[C@@H]2CCCN2C(=O)[C@H](C(C)C)NC(=O)[C@H](CC(C)C)NC1=O	0%	8.2µM*	6.5µM*
CCOc1ccc(CNc2ccc(S(N)(=O)=O)cc2)cc1	-5%	?	?
CCOc1ccc(Nc2ncnc3c2cnn3Cc2ccccc2)cc1	-10%	-26%	?
CCOC(=O)c1ccccc1NC(=O)CSc1nc(N)cc(=O)[nH]1	-1%	13%	23%
CC(C)N(C(=O)Nc1ccc2nccnc2c1)C(C)C	-13%	?	-9%
CCCc1cc(C(=O)Nc2cccc3ccccc23)n(C)n1	1%	?	?
Cc1cnc2cc(Cl)c(Cl)cc2n1	1%	-26%	3%
c1ccc(CCCCc2ccncc2)cc1	.	-6%	-1%
CCCCNC(=O)[C@H](CSCc1ccccc1)N1Cc2ccccc2C1=O	2%	-25%	-20%
O=C(Nc1cc2c(oc1=O)CCCC2=O)c1cccc(Cl)c1	-3%	3%	2%
Cc1ccccc1OC/C(O)=C(\C#N)c1nc2ccccc2[nH]1	33%[activator]	?	-4%
CCOC(=O)N1CCN(C(=O)C2CCCN(c3nc4ccc(OCC)cc4s3)C2)CC1 (stereo not given)	-1%	?	?
CSc1nc(-c2ccccc2)cn1-c1ccc(NC(C)=O)cc1	-4%	?	33%[activator]
COCCC1CCCCN1C(=O)c1cc(COc2ccc(C)nc2)on1 (stereo not given)	-2%	23µM*	21µM*
O=C(O)C1CCCN1S(=O)(=O)c1ccccc1 (stereo not given)	-3%	-2%	-14%
C[C@H]1CN([C@@H](C)CO)C(=O)c2cc(NS(=O)(=O)c3ccc(F)cc3)ccc2O[C@H]1CN(C)S(=O)(=O)c1cn(C)cn1	-8%	?	1%
O=C(NCc1ccco1)c1ccc2c(c1)N(Cc1ccccc1F)C(=O)c1ccccc1S2(=O)=O	-9%	?	-12%
Cc1cc(NC(=O)CSc2nc3c(c(-c4cccnc4)c2C#N)CCC3)no1	-6%	1%	-10%
O=[N+]([O-])c1ccc(N2CCCCC2)cc1	3%	-23%	-3%
O=S(CC(O)(c1ccccc1)c1ccccc1)CC(O)(c1ccccc1)c1ccccc1	.	18µM*	18µM*
CCc1cc2c(C)cc(C)cc2nc1SCC(=O)Nc1cc(C)on1	3%	-7%	-5%
CC(C)Cn1nc(NC(=O)c2cccc(Cl)c2)c2cc3ccccc3nc21	-20%	8.2µM*	15µM*

Entries above that contain a cyano group (two):
SMILES	KAT2A inh	DT40 TDP1 no CPT	DT40 TDP1 CPT
Cc1ccccc1OC/C(O)=C(\C#N)c1nc2ccccc2[nH]1	33%[activator]	?	-4%
Cc1cc(NC(=O)CSc2nc3c(c(-c4cccnc4)c2C#N)CCC3)no1	-6%	1%	-10%

Back to the main list, repeating the 7 entries before the break.
SMILES	KAT2A inh	DT40 TDP1 no CPT	DT40 TDP1 CPT
C[C@H]1CN([C@@H](C)CO)C(=O)c2cc(NS(=O)(=O)c3ccc(F)cc3)ccc2O[C@H]1CN(C)S(=O)(=O)c1cn(C)cn1	-8%	?	1%
O=C(NCc1ccco1)c1ccc2c(c1)N(Cc1ccccc1F)C(=O)c1ccccc1S2(=O)=O	-9%	?	-12%
Cc1cc(NC(=O)CSc2nc3c(c(-c4cccnc4)c2C#N)CCC3)no1	-6%	1%	-10%
O=[N+]([O-])c1ccc(N2CCCCC2)cc1	3%	-23%	-3%
O=S(CC(O)(c1ccccc1)c1ccccc1)CC(O)(c1ccccc1)c1ccccc1	.	18µM*	18µM*
CCc1cc2c(C)cc(C)cc2nc1SCC(=O)Nc1cc(C)on1	3%	-7%	-5%
CC(C)Cn1nc(NC(=O)c2cccc(Cl)c2)c2cc3ccccc3nc21	-20%	8.2µM*	15µM*
COC(=O)C[C@H]1C[C@H]2c3cc(NC(=O)Nc4ccc(F)cc4)ccc3O[C@H]2[C@@H](CO)O1	.	?	-20%
Cc1cc(C)cc(-n2ccnc(NCc3ccc(F)cc3)c2=O)c1	0%	?	?
CSCC[C@H](NS(=O)(=O)c1ccc(C)cc1)C(=O)N1CCC(C(=O)N[C@@H](Cc2ccccc2)C(=O)O)CC1	-1%	2%	20%
CC1C(=O)N2CCCc3cc(NC(=O)C(=O)NCc4cccnc4)cc1c32 (stereo not given)	3%	-2%	-29%
O=C(CC12CC3CC(CC(C3)C1)C2)Nc1ccccc1N1CCOCC1	-18%	10µM*	?
Cc1cc(-c2ccccc2)c2c3c(c(-c4ccccc4)n2n1)c(=O)n(C)c(=O)n3C	-6%	?	?
COc1ccccc1CN1CC(C(=O)NCc2ncccc2C)CCC1=O (stereo not given)	2%	3%	1%
CN(C)S(=O)(=O)c1ccc(NC(=O)COC(=O)c2n[nH]c3ccccc23)cc1	23%	13µM*	15µM*
Cc1ccc(F)c(S(=O)(=O)NC(=O)C2(C)CCN2C(=O)c2ccccc2)c1 (stereo not given)	.	-7%	-5%
COc1ccc2c(c1)c1ncn(CCc3ccccc3)c(=O)c1n2C	-2%	?	?
COc1cc2c(cc1OC)CN(C(=O)c1ccc(OC)c([N+](=O)[O-])c1)CC2	-3%	?	-17%
OC(COCCOc1ccc(Br)cc1)CN1CCN(Cc2ccccc2)CC1 (stereo not given)	1%	23µM*	?
Cc1oc2cc3oc(=O)c(CC(=O)NCCCC(=O)O)c(C)c3cc2c1C	-6%	0%	3%
Nc1nc2ccc(NC(=O)c3ccco3)cc2s1	-6%	-17%	8%
COC(=O)[C@]12CCCCC=C1N(CCC1=CCCCC1)C(=O)[C@H](CC(=O)NCc1cccc(C(F)(F)F)c1)C2	.	23µM*	?
Cc1ccc(S(=O)(=O)Nc2ccccc2C(=O)N2CCCC2)cc1	-6%	-9%	13%
O=C(NC1CCCCC1)[C@H](O)[C@@H](O)C(=O)NC1CCCCC1	-5%	-1%	8%
COc1ccc(C(=O)c2c(NC(C)=O)sc3c2CCN(C(=O)OC(C)(C)C)C3)cc1	-5%	?	-4%
Cc1ccc(Cn2ccsc2=NC(=O)COC(=O)C(C)C)cc1	-1%	8.2µM*	15µM*
COc1cc2cc(Oc3ccc4ccc(=O)oc4c3)c(=O)oc2cc1O[C@@H]1O[C@H](CO)[C@@H](O)[C@H](O)[C@H]1O	-25%	-3%	-7%
CC(C)(C)C(=O)c1c(N)[nH]c(C(=O)c2ccccc2)c1-c1ccccc1Br	.	16µM*	26µM*
O=C(CCOc1ccccc1)Nc1ccnn1C1CCN(Cc2ccc(O)cc2)CC1	-6%	-7%	-1%
COc1ccc2c(c1)cc(C)c1nnc(SCC(=O)N3CCN(C(=O)c4ccco4)CC3)n12	-2%	-9%	-19%
c1cnc(-c2noc(CN3CCN(C4C5CC6CC(C5)CC4C6)CC3)n2)cn1 (stereo not given)	?	6%	0%

One compound at a time, as listed above.
Cc1ccc(N2C(=O)/C(=C/c3cccnc3)SC2=S)cc1 reads KAT2A inh: -1%; DT40 TDP1 no CPT: -28%; DT40 TDP1 CPT: 1%
Cc1ccc(C)c(Cn2nnc3c(=O)[nH]c(C(=O)NCC4CCCO4)nc32)c1 (stereo not given) reads KAT2A inh: -7%; DT40 TDP1 no CPT: -20%; DT40 TDP1 CPT: -20%
CCN(CC(=O)NCc1ccc(F)cc1)CC(=O)Nc1ccccc1-c1ccccc1 reads KAT2A inh: -7%; DT40 TDP1 no CPT: ?; DT40 TDP1 CPT: ?
